TNAP activation fold = human TNAP enzyme activators, primary screen, biochemical, luminescent, no phosphate acceptor, uHTS (AID 1001); purified TNAP, luminescent activation assay, no phosphate acceptor; higher activation fold means a stronger effect; actives 0.03% (n = 200,000); activation fold at 20 µM, or EC50 in µM where a hit was titrated; in the data active = activation fold from about 3, or a potency from the dose series; inactive = the rest, 99 in 100 with activation fold below about 1.6; also: many of its hits are not listed in these tables
Salmonella PhoP GFP = PhoP-dependent GFP reporter repression – Salmonella Typhimurium, primary screen (AID 1863); S. Typhimurium PhoP-regulated promoter GFP reporter, 4 h; higher % means a stronger effect; inhibition, % at 50 µM, or IC50 in µM where a hit was titrated; actives 0.16% (n = 300,000);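 active = inhibition over 29.93%, a cutoff 3 SD above the screen mean, later confirmed by dose response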;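 also: 0% = low Mg2+ inducing control and 100% = high Mg2+ repressing control; strong numbers were not always called active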
PMI inhibitors = MPI enzyme activity inhibition – biochemical, fluorescence intensity, coupled assay, primary screen (AID 1209); purified PMI enzyme, coupled fluorescence intensity; higher % means a stronger effect; inhibition, % at 20 µM, or IC50 in µM where a hit was titrated; actives 0.42% (n = 190,000);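 also: plate controls were DMSO vehicle for no effect and wells lacking substrate for full effect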
RSV antiviral HEp-2 = inhibition of RSV-induced cytopathic effect – HEp-2 cells, primary 10 µM value included (AID 2391); CPE inhibition, % at 10 µM; hits with a dose series show IC50 in µM; HEp-2 cells, RSV-induced CPE inhibition; higher % means a stronger effect; actives 0.13% (n = 310,000); in the data active = a potency from the dose series; also: strong numbers were not always called active
SIAH1 antagonists = Siah-1 peptide-binding antagonists, primary screen, biochemical, fluorescence polarization, rhodamine-plectin, uHTS (AID 1817) | Siah-1 / rhodamine-plectin peptide fluorescence polarization; higher % means a stronger effect | displacement, % at 20 µM; hits with a dose series show IC50 in µM | actives 0.02% (n = 290,000);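 active = displacement of at least 50% at 20 µM, with a fluorescence ratio check between 0.3 and a set limit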;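 also: plate controls were Siah plus tracer with DMSO for no effect and tracer alone without Siah for full effect; strong numbers were not always called active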
human PMI inhibitors = human PMI inhibitors, high substrate, primary screen, biochemical, fluorescence intensity, high mannose 6-phosphate (AID 1220) | actives 0.66% (n = 190,000) | recombinant PMI enzyme, coupled fluorescence intensity; higher % means a stronger effect | inhibition, % at 20 µM; hits with a dose series show IC50 in µM
XIAP antagonists = XIAP antagonists, biochemical, IAP family, fluorescence polarization (AID 1018). XIAP BIR domain, fluorescence polarization peptide displacement; higher % means a stronger effect. one-dose displacement, % at 20 µM; IC50 in µM for titrated hits. actives 0.007% (n = 200,000); in the data active = displacement above about 50%; also: a part of the inactive calls stands beside numbers as strong as those of hits
Myeloid diff 2 = compounds promoting myeloid differentiation; calls only at 10 µM; ER-HoxA9 myeloid progenitors, lysozyme-GFP differentiation, flow cytometry; actives 1% (n = 360,000);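 active = normalized GFP-positive differentiation at or above the plate's own cutoff, the solvent-only control mean plus 3 SD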;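 also: cells exposed to compound for four days before flow analysis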
WT yeast gro inh = growth inhibition of WT yeast, mitochondrial fusion screen; mitochondrial fusion phenotypic screen, WT strain; inhibition, % at 10 µM; actives 2.1% (n = 190,000); in the data active = inhibition above about 58%; tested in S. cerevisiae
WT yeast gro inh mutant strain = also measured in WT yeast gro inh; calls as there; inhibition, %; mitochondrial fusion phenotypic screen, mutant strain inhibition
Myeloid diff 2 GFP+ MAC1+ % = second read-out of Myeloid diff 2, no call of its own (marks repeat the call); GFP+ MAC1+ double positive, %; measured here: differentiation confirmed by MAC1 staining
* = called active by the depositor; i = inactive; · = no result given. Rule as the data show it, unless noted: active = inhibition above about 50%; inactive = the rest.

| molecule | TNAP activation fold | Salmonella PhoP GFP | PMI inhibitors | RSV antiviral HEp-2 | SIAH1 antagonists | human PMI inhibitors | XIAP antagonists | Myeloid diff 2 | Myeloid diff 2 GFP+ MAC1+ % | WT yeast gro inh | WT yeast gro inh mutant strain |
| --- | --- | --- | --- | --- | --- | --- | --- | --- | --- | --- | --- |
| Cc1ccc(S(=O)(=O)Oc2ccc(C)cc2/C=N/N=C2\NC(=O)C(C)S2)cc1 (stereo not given) | 1.1 | -5% | 11% | 14% | 12% | 9% | -6.6% | i | 0.8 | 29 | 4 |
| COc1cc(-n2c(=O)c3ccccc3n(CC(=O)c3ccc(Br)cc3)c2=O)cc(OC)c1OC | 1.1 | -9% | 15% | 2.4% | 4% | 18% | 0.0% | i | 0.4 | 9 | 9 |
| CCOc1cc2nc(-c3ccc(OC)c(OC)c3)nc(N3CC(C)OC(C)C3)c2cc1OC (stereo not given) | 1.1 | 4% | 15% | 2.0% | 12% | 10% | -20% | · | · | 3 | 8 |
| CCOc1ccc(S(=O)(=O)N(CC(=O)NCC2CCCO2)c2ccc(F)cc2)cc1 (stereo not given) | · | -2% | · | 1.3% | 3% | · | · | i | 0.5 | · | · |
| Nc1ccc(C(O)(C(F)(F)F)C(F)(F)F)cc1 | 1.2 | 5% | -6% | -0.4% | 0% | -6% | -5.1% | i | 4.4 | 14 | 12 |
| CCOc1ccc(S(=O)(=O)NCc2cccnc2)cc1C(C)C | · | -11% | · | 8.7% | -2% | · | · | i | 0.2 | · | · |
| CCOc1ccc(OCC)c(S(=O)(=O)NCCCN2CCOCC2)c1 | 1.1 | 6% | -3% | -0.1% | -5% | -7% | -0.3% | i | 1.1 | 3 | 4 |
| O=S1(=O)NC(C2CC2c2ccccc2)CCO1 (stereo not given) | · | 11% | · | 1.5% | -4% | · | · | i | 2.1 | · | · |
| Cc1cccc(NC(=O)Cn2c(=O)n(Cc3ccccc3)c(=O)c3c(C)c(C)sc32)c1 | 1.3 | -6% | 8% | 4.7% | 8% | 2% | 1.2% | i | 0.8 | -1 | 0 |
| Cn1c(=O)n(C)c2cc(/C=N/NC(=S)NCc3ccccc3)ccc21 | 1.1 | -4% | 2% | 7.0% | -3% | 3% | -1.2% | i | 0.0 | 25 | 2 |
| COc1ccc(CCC(=O)Nc2ccc3c(c2)OCO3)cc1OC | · | -1% | · | 3.0% | 0% | · | · | i | 0.7 | · | · |
| CC1(C)C(c2cccs2)=[N+]([O-])C2(CCCCC/C2=N\O)N1O (stereo not given) | 1.1 | 18% | 11% | -0.7% | 3% | 8% | -4.9% | i | 1.1 | -9 | -5 |
| COc1ccccc1N1CCN(Cc2nnnn2CCc2ccccc2)CC1 | 1.1 | -10% | -6% | 0.1% | 8% | -13% | -14% | i | 0.9 | 8 | 0 |
| Cc1sc(N)nc1-c1cccs1 | 1.1 | 6% | 2% | 2.2% | 7% | -5% | -3.6% | i | 1.4 | -17 | 9 |
| Cc1ccccc1OCc1nnc2c3cnn(C)c3ncn12 | 0.4 | -4% | -11% | 0.4% | -4% | -12% | -2.8% | i | 0.0 | 11 | 31 |
| O=C(OCC(=O)N1CCCC1)c1cccs1 | 1.1 | 4% | 5% | 0.3% | -4% | 7% | -6.1% | i | 1.1 | 0 | -1 |
| CCc1sc(N2C(=O)C3C4CCC(C4=C(C)C)C3C2=O)nc1-c1ccccc1 (stereo not given) | 1 | -13% | 10% | 8.5% | 2% | 9% | -10% | i | 15 | 36 | 32 |
| O=C(NNC(=O)c1cccnc1SCc1cccc([N+](=O)[O-])c1)c1cccnc1 | 1.5 | -7% | 11% | -0.2% | 2% | 5% | -6.1% | i | 0.2 | -1 | -1 |
| Cc1cccc(OCC(=O)NCC(=O)N/N=C/c2ccc([N+](=O)[O-])cc2)c1 | 1.1 | 2% | -10% | 1.5% | 11% | -12% | -1.6% | i | 0.1 | -2 | 4 |
| CCN(CC)CCCOC(=O)C(c1ccccc1)c1ccccc1 | 1.1 | -3% | -15% | 0.1% | 3% | -9% | -8.2% | i | 1.7 | 6 | 0 |

Next part (two carried over from the part before).
| molecule | TNAP activation fold | Salmonella PhoP GFP | PMI inhibitors | RSV antiviral HEp-2 | SIAH1 antagonists | human PMI inhibitors | XIAP antagonists | Myeloid diff 2 | Myeloid diff 2 GFP+ MAC1+ % | WT yeast gro inh | WT yeast gro inh mutant strain |
| --- | --- | --- | --- | --- | --- | --- | --- | --- | --- | --- | --- |
| Cc1cccc(OCC(=O)NCC(=O)N/N=C/c2ccc([N+](=O)[O-])cc2)c1 | 1.1 | 2% | -10% | 1.5% | 11% | -12% | -1.6% | i | 0.1 | -2 | 4 |
| CCN(CC)CCCOC(=O)C(c1ccccc1)c1ccccc1 | 1.1 | -3% | -15% | 0.1% | 3% | -9% | -8.2% | i | 1.7 | 6 | 0 |
| CCOc1ccccc1-n1nnnc1SCC(=O)NCc1ccco1 | 1.1 | -2% | -5% | 0.8% | 5% | -8% | 14% | i | 0.8 | 3 | 3 |
| O=C(COC(=O)c1cc[n+]([O-])cc1)Nc1ccc(Cl)cc1[N+](=O)[O-] | 1.2 | -7% | -13% | 3.3% | 4% | -2% | -2.5% | i | 0.1 | -10 | 17 |
| O=C1C2C3CCC(CC3)C2C(=O)N1c1ccccc1 (stereo not given) | · | -3% | · | 6.8% | -3% | · | · | i | 0.2 | · | · |
| O=S(=O)(Nc1ccc(-c2cn3ccccc3n2)cc1)c1ccccc1 | · | -7% | · | 8.3% | 3% | · | · | i | 0.5 | · | · |
| C/C(=N\NC(=O)c1ccc(Br)cc1)c1ccccc1 | 1.1 | -4% | -7% | 2.0% | 0% | -10% | -4.1% | i | 0.7 | · | · |
| O=C(N[C@@H](Cc1ccc(O)cc1)C(=O)O)c1cccnc1 | 1.1 | -6% | -2% | 0.4% | 12% | -5% | -4.3% | i | 2.2 | 0 | 6 |
| CS(=O)(=O)c1[nH]nc(-c2cccc(Cl)c2)c1C#N | · | -1% | · | 7.0% | -6% | · | · | i | 0.0 | · | · |
| C/C(=N\Nc1ccc2nncn2n1)c1ccc(Br)s1 | · | -4% | · | 4.7% | -5% | · | · | i | 0.5 | · | · |
| C=CCNc1nc2c(c(=O)[nH]c(=O)n2C)n1CCCc1ccccc1 | · | 3% | · | 11% | 2% | · | · | i | 0.7 | · | · |
| CCOC(=O)C1CCCN(Cc2nc(CC3CC3)no2)C1 (stereo not given) | · | 0% | · | 2.5% | -4% | · | · | i | 0.4 | · | · |
| COc1ccccc1NC(=O)c1c([N+](=O)[O-])c(C(C)(C)C)nn1C | · | -14% | · | 1.1% | 14% | · | · | i | 0.3 | · | · |
| CN(C)CCCNC(=O)c1ccc(/C=N/O)nc1 | 1.1 | -2% | 2% | · | -2% | -6% | -3.8% | i | 0.5 | -11 | 1 |
| CC(C)C[C@H](NC(=O)c1nc[nH]c1C(=O)NCCCCCNC(=O)OC(C)(C)C)C(=O)OCc1ccccc1 | 1.1 | -5% | 31% | 5.1% | -1% | 25% | -1.9% | i | 2.2 | -1 | -5 |
| COc1ccc(C(=O)N2CCn3c(C)ccc3C2C)cc1 (stereo not given) | 1.1 | -10% | 10% | 0.7% | 5% | 34% | -5.5% | i | 0.2 | 8 | 13 |
| O=C(NCCc1ccccn1)c1ccc(NS(=O)(=O)c2ccc(F)cc2)cc1 | 1.1 | 1% | -12% | -1.5% | 5% | -10% | -6.9% | i | 0.9 | -16 | 4 |
| COc1ccc(CCNC(=O)c2cc(-c3ccc(Cl)c(Cl)c3)oc2C)cc1 | 2.3 | -6% | 20% | 18% | 0% | 17% | -11% | i | 0.8 | 40 | 16 |
| O=C(C1CCCCC1)N1CCC(n2nnc3ccccc32)CC1 | 1.1 | -4% | 4% | 1.7% | 3% | 3% | -5.7% | i | 0.7 | -7 | -4 |
| COc1ccc(CNC(=O)c2cc(-c3cc(C)ccc3O)n[nH]2)cc1 | · | -14% | · | -0.2% | 3% | · | · | i | 0.4 | · | · |
| COc1cccc(C(=O)Oc2ccc(/C=N/NC(=O)c3ccncc3)cc2OC)c1 | · | 2% | · | 1.0% | -1% | · | · | i | 0.4 | · | · |
| CCc1ccc(NS(=O)(=O)c2ccc3[nH]cc(C(=O)NCC4CCCO4)c(=O)c3c2)cc1 (stereo not given) | 1 | 3% | -2% | -0.3% | -2% | 1% | -2.6% | i | 1.0 | 12 | 3 |
| COc1ccc(-n2cc(C#N)c(=O)[nH]c2=O)cc1 | 1.1 | -4% | -10% | 1.9% | -9% | -1% | -15% | i | 0.4 | 5 | 4 |
| Cc1ccc(S(=O)(=O)N2CCN(C(C(=O)Nc3ccc(F)cc3)c3ccccc3)CC2)cc1 (stereo not given) | 1.4 | 11% | 25% | 1.3% | 1% | 14% | -6.3% | i | 0.4 | 14 | 7 |
| O=C(Nc1nnc(-c2cccs2)o1)c1cccc(C(F)(F)F)c1 | 1.2 | -2% | -10% | -1.8% | -9% | -4% | -1.0% | i | 1.5 | 62 | 70 |
| Cc1ccc(C(=O)COC(=O)CNC(=O)Cc2ccccc2)cc1[N+](=O)[O-] | 1.1 | -11% | 7% | 1.2% | -1% | 2% | -7.9% | i | 0.6 | 2 | -10 |
| O=C1CCCC2=C1C1(CCCCC1)N=C(Nc1nc3ccccc3o1)N2 | 1 | 1% | 16% | 1.7% | -6% | 14% | -0.3% | i | 0.8 | -7 | -9 |
| O=c1nc(-c2ccccc2)n(-c2ccc(Cl)cc2)[nH]1 | 1.1 | -6% | 13% | 0.8% | 2% | 3% | -5.0% | i | 0.1 | -25 | -18 |
| COCCCn1c(SCCc2ccccc2)nc2cc(OC)c(OC)cc2c1=N | 1.2 | -4% | 13% | -2.9% | -3% | 8% | -8.4% | i | 1.1 | 37 | 8 |
| O=C(O)CN1C(=O)/C(=C/c2ccccc2Cl)Oc2ccccc21 | · | -1% | · | 5.5% | 8% | · | · | i | 0.9 | · | · |
| C#CCNc1c2c(nc3ncnn13)CC(C)CC2 (stereo not given) | · | -2% | · | 1.4% | -1% | · | · | i | 0.5 | · | · |
| CCC1SC2=NC(C)=C(C(=O)OC)C(c3cccs3)N2C1=O (stereo not given) | 1.1 | 19% | 2% | 0.7% | 2% | -3% | -3.7% | i | 0.9 | -11 | -18 |
| CC(NC(=O)CCN1C(=O)c2ccccc2C1=O)c1ccccc1 (stereo not given) | · | -7% | · | 0.3% | -1% | · | · | i | 0.8 | · | · |

Four successive compounds already listed, quoted:
| molecule | TNAP activation fold | Salmonella PhoP GFP | PMI inhibitors | RSV antiviral HEp-2 | SIAH1 antagonists | human PMI inhibitors | XIAP antagonists | Myeloid diff 2 | Myeloid diff 2 GFP+ MAC1+ % | WT yeast gro inh | WT yeast gro inh mutant strain |
| --- | --- | --- | --- | --- | --- | --- | --- | --- | --- | --- | --- |
| COc1ccc(-n2cc(C#N)c(=O)[nH]c2=O)cc1 | 1.1 | -4% | -10% | 1.9% | -9% | -1% | -15% | i | 0.4 | 5 | 4 |
| Cc1ccc(S(=O)(=O)N2CCN(C(C(=O)Nc3ccc(F)cc3)c3ccccc3)CC2)cc1 (stereo not given) | 1.4 | 11% | 25% | 1.3% | 1% | 14% | -6.3% | i | 0.4 | 14 | 7 |
| O=C(Nc1nnc(-c2cccs2)o1)c1cccc(C(F)(F)F)c1 | 1.2 | -2% | -10% | -1.8% | -9% | -4% | -1.0% | i | 1.5 | 62 | 70 |
| Cc1ccc(C(=O)COC(=O)CNC(=O)Cc2ccccc2)cc1[N+](=O)[O-] | 1.1 | -11% | 7% | 1.2% | -1% | 2% | -7.9% | i | 0.6 | 2 | -10 |

Screening data (PubChem BioAssay)

Rows are unselected, and some 3.1% of all compounds hit somewhere here.
